Screening data: PubChem, Center for Chemical Genomics, University of Michigan
Dicer processing = inhibitors of human Dicer processing of pre-microRNA | AID 1347074 | cat-ELCCA pre-miR-21 Dicer processing, chemiluminescence; active compounds read high | z-score at 25 µM | 47,000 compounds, 6% hits | Q9UPY3; in the data active = z-score above about 3, passing the limit was not always enough;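 also: plate controls were vehicle for no effect and no enzyme for full effect; higher signal means more uncleaved substrate so more Dicer inhibition; strong numbers were not always called active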
Target sequence (Q9UPY3 whole entry, looked up): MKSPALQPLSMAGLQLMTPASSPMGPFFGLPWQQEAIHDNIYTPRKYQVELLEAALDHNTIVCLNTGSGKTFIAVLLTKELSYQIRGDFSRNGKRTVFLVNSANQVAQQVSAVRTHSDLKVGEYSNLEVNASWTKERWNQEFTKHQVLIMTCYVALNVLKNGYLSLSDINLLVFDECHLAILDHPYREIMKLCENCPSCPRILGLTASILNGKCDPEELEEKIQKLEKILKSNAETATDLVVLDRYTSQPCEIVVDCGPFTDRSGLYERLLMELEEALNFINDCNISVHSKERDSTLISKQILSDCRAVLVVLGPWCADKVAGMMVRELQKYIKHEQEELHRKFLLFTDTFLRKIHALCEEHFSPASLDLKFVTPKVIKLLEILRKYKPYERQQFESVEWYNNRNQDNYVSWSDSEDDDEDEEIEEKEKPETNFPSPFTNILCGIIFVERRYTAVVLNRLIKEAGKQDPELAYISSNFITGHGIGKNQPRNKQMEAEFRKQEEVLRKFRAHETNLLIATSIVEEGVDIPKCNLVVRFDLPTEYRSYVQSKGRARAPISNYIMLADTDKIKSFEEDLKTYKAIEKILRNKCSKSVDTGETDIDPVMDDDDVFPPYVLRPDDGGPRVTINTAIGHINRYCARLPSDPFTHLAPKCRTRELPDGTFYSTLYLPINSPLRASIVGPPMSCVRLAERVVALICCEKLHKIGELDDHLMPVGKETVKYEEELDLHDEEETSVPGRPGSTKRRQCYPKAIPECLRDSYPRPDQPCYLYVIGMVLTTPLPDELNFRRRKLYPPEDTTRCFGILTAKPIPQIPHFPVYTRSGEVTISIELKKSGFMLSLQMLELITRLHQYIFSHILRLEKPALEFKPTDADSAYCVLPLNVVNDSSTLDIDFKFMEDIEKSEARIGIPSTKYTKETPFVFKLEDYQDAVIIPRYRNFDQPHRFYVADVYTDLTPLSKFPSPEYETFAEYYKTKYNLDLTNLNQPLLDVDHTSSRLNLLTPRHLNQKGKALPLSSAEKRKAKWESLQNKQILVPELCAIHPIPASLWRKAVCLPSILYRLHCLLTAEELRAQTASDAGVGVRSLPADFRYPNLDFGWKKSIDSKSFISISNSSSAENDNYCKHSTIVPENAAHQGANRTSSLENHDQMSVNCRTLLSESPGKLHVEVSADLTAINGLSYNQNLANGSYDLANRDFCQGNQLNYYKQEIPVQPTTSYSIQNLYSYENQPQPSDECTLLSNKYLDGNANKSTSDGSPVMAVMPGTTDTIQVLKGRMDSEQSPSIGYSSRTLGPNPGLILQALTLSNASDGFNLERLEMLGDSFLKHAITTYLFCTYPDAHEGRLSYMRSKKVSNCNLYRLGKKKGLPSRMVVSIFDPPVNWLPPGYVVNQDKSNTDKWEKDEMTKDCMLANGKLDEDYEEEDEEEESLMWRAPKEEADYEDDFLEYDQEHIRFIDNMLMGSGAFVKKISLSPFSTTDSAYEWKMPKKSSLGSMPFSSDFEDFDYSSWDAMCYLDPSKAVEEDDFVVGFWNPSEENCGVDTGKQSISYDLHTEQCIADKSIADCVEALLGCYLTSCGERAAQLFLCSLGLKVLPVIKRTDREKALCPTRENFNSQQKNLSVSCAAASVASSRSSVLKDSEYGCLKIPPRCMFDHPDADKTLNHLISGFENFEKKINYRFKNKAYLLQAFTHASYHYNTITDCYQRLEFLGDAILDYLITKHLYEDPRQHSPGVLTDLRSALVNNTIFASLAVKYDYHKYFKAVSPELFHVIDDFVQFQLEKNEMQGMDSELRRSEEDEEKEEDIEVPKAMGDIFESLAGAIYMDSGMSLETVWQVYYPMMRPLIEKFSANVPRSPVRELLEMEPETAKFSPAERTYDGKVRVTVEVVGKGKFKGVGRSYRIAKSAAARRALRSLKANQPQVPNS
* = called active by the depositor; & = joins results of further samples. These rows are one share of the data, so the mix of outcomes need not match the whole.

The opening five entries, to show the layout:
molecule,Dicer processing
O=C(Nc1ccc(C(F)(F)F)cc1)N1CCCc2ccccc21,0.59
COC(=O)c1ccc(Oc2cc(C)nc(N)n2)cc1,0.85
Cc1c(NC(=O)CSc2nc(-c3ccccc3)cc(C(F)(F)F)n2)c(=O)n(-c2ccccc2)n1C,0.24
CC(C)(C)NC(=O)CSc1nnc(NC(=O)Cn2c(=O)oc3ccccc32)s1,1.62
O=C(NNC(=O)c1ccc(Oc2ccc(C3SCCS3)cc2)o1)c1ccc(Cl)cc1,-0.23

The listing, from the start:
molecule,Dicer processing
O=C(Nc1ccc(C(F)(F)F)cc1)N1CCCc2ccccc21,0.59
COC(=O)c1ccc(Oc2cc(C)nc(N)n2)cc1,0.85
Cc1c(NC(=O)CSc2nc(-c3ccccc3)cc(C(F)(F)F)n2)c(=O)n(-c2ccccc2)n1C,0.24
CC(C)(C)NC(=O)CSc1nnc(NC(=O)Cn2c(=O)oc3ccccc32)s1,1.62
O=C(NNC(=O)c1ccc(Oc2ccc(C3SCCS3)cc2)o1)c1ccc(Cl)cc1,-0.23
CC(C1CC1)N(Cc1ccccc1)C(=O)CCC(=O)O (stereo not drawn),0.7
COC(=O)C1C2C=CC3(CN(c4ccccc4C)C(=O)C13)O2 (stereo not drawn),-0.4
CN(C)NC(=O)Nc1cc(C(C)(C)C)n(-c2c(Cl)cc(Cl)cc2Cl)n1,0.56
O=[N+]([O-])c1ccc(Sc2ccc(Cl)cc2)nc1,-0.03
CCOC(=O)C1=NNC(C(=O)c2ccccc2)C1c1ccccc1 (stereo not drawn),1.66
Cc1ccc(C)n1-c1ccc(SCC(=O)O)cc1,1.96
Cc1nc(C(=O)NCc2cc(F)cc3c2OCOC3)sc1-c1ccc2c(c1)CCO2,-7.68
COc1ccc(-c2cn3ccc4ccccc4c3n2)cc1OC,-0.01
c1ccc(Nc2nc3c(s2)Cc2ccccc2-3)cc1,-1.41
CC(C)NC(=O)CSc1nnc(CNC(=O)OC(C)(C)C)n1C,0.15
COc1ccc(-c2n[nH]c(=S)n2-c2ccc(Cl)cc2C)cc1,-1.05
O=C(Nc1ccc(F)cc1F)Nc1ccc(F)cc1F,1.11
Cn1c(=O)c2c(nc(CN3CCN(c4ccccc4F)CC3)n2CC(=O)C(C)(C)C)n(C)c1=O,0.4
O=C1CC2(CCCC2)C(=O)N1C1CCN(c2nccc(C(F)(F)F)n2)CC1,-0.42
C=CCN1C(=O)C(O)(CC(=O)c2ccc(OC)cc2OC)c2cc(Br)ccc21 (stereo not drawn),-0.27
CC(C)c1ccc(C2NC(=O)CCC2[N+](=O)[O-])cc1 (stereo not drawn),1.99
CC(C)COC(=O)c1ccc2c(c1)C1C=CCC1C(c1ccc(F)cc1)N2 (stereo not drawn),0.97
CC(=O)OCC(=O)[C@@]1(O)[C@H](C)C[C@H]2[C@@H]3CCC4=CC(=O)C=C[C@]4(C)[C@@]3(F)[C@@H](O)C[C@@]21C,0.45
C=CCNc1nc2c3ccccc3n(C(C)=O)c2s1,-0.68
COc1ccc2c(O)c(Cc3ccccc3)c(=O)[nH]c2c1,-1.57
O=C(c1nn2c(c1Cl)NC(c1ccc(Cl)cc1)CC2C(F)(F)F)N1CCSCC1 (stereo not drawn),0.58
Fc1ccc(Cc2cn3cc(-c4ccc(F)cc4)nc3s2)cc1,3.94*
O=C(O)C1C2C=CC(C2)C1C(=O)NCCCN1CCOCC1 (stereo not drawn),-0.94
CC(C)(C)c1cc(NC(=O)Nc2ccc(OCc3ccccc3)cc2)no1,0.88
N#C/C(=C\Nc1cc(Cl)cc(Cl)c1)S(=O)(=O)c1ccccn1,-4.24
Cc1nc(N)ncc1Sc1ccccc1,-0.09
CC1=CC(C)(C)N(C(=O)CSc2nccn2C)c2cc(C)ccc21,-1.17
CC(C)N(CCC(=O)c1ccc2ccccc2c1)Cc1ccccc1,-0.75
CC(C)c1ccc(NC2(C(N)=O)CCCCC2)cc1,-0.27
CCCCC1(O)C(=O)c2ccccc2N(c2ccccc2)C1=O (stereo not drawn),1.61
O=C(NNC(=NS(=O)(=O)c1ccccc1)NNC(=O)c1cccc(Cl)c1)c1cccc(Cl)c1,3.11*
CCOC(=O)c1c(CN2CCCCC2)n(C)c2cc(Br)c(O)c(CN(C)C)c12,-0.68
FC(F)(F)c1cccc(-c2noc(-c3ccc(C#Cc4ccccc4)o3)n2)c1,-0.76
COc1ccc(NC(=O)C2CC2)cc1OC1CCCC1,-0.5
O=C(O)c1ccccc1SC1CC(=O)N(c2ccc(N3CCOCC3)cc2)C1=O (stereo not drawn),-0.43
CC(C)(C)OC(=O)NCCN1C(=O)CC2(CCCC2)C1=O,-0.58
S=C(N/N=C/C=C/c1ccccc1)NC1CC2CCC1C2 (stereo not drawn),-0.54
COc1ccc(C2CC(C(F)(F)F)n3nc(C(=O)NC4CCCCC4)c(Cl)c3N2)cc1OC (stereo not drawn),0.9
CC(=O)Nc1ccc(NCN2C(=O)c3ccccc3C2=O)cc1,-0.7
COC(=O)C1=C(C)N(Cc2cccnc2)C(=O)C1,-0.1
CCOc1ccc(Nc2nc(N)c3ccccc3n2)cc1,0.97
O=S(=O)(c1ccc(Cl)cc1)c1ccc(N=Cc2ccccc2O)cc1Cl,1.52
O=c1oc(-c2ccc(Cl)cc2)nc2sc3c(c12)CCC3,1.86
Cc1cc(=O)oc2cc(OS(=O)(=O)c3cc(Cl)c(Cl)cc3Cl)c(Cl)cc12,2.94
COC(=O)c1c(C)oc2ccc(N(C(=O)Oc3ccccc3)S(=O)(=O)c3ccccc3)cc12,-0.23
CCOC(=O)C1=NN(c2ccc(Cl)cc2)/C(=C/C2=NCCc3cc(OC)c(OC)cc32)S1,-1.04
CCOC(=O)c1cc(-c2ccccc2)n(-c2ccc([N+](=O)[O-])cc2)c1C,-0.17
Cc1c(C(=O)/C=C/N(C)C)nnn1-c1ccccc1,-0.7
COc1ccc(-c2nc3cc(C)c(C)cc3[nH]2)cc1,1.31
O=C(OCC1CCCN2CCCCC12)c1cc2ccccc2oc1=O (stereo not drawn),10.2
Cc1cc2n(n1)C(c1ccc(N3CCCC3)cc1)Nc1c(C)cccc1-2 (stereo not drawn),8.81

Next section
molecule,Dicer processing
Nc1nc(Cl)nc2c1ncn2[C@@H]1O[C@H](COP(=O)(O)OP(=O)(O)OP(=O)(O)O)[C@H](O)C1O (stereo partly drawn),-0.99
Cc1nc(-c2c(C(=O)NNC(=O)Nc3c(C)cccc3C)noc2C)cs1,0.62
O=C(c1ccc(Cl)cc1)c1cc2cc(Br)cc(Br)c2o1,-0.47
C=CCOC(=O)c1sc(N2C(=O)c3oc4ccc(C)cc4c(=O)c3C2c2ccc(O)cc2)nc1C (stereo not drawn),3.3*
O=C1CC(N2CCN(c3ccccc3)CC2)C=C1Nc1ccccc1 (stereo not drawn),3.99*
Fc1cccc(-c2nnc(C3c4ccccc4Oc4ccccc43)o2)c1,0.25
CC(C(=O)NNS(=O)(=O)c1cccc(C(F)(F)F)c1)n1nnc(-c2cc(C(F)(F)F)cc(C(F)(F)F)c2)n1 (stereo not drawn),2.91
Fc1ccc(N2CCN(Cc3cn[nH]c3-c3ccccc3)CC2)cc1,3.48*

3 entries already listed, ordered by length of the SMILES, ascending:
molecule,Dicer processing
COC(=O)C1=C(C)N(Cc2cccnc2)C(=O)C1,-0.1
O=c1oc(-c2ccc(Cl)cc2)nc2sc3c(c12)CCC3,1.86
Nc1nc(Cl)nc2c1ncn2[C@@H]1O[C@H](COP(=O)(O)OP(=O)(O)OP(=O)(O)O)[C@H](O)C1O (stereo partly drawn),-0.99

(listing goes on)
| Molecule | Dicer processing |
| --- | --- |
| CC(C)(C)c1cc(N/C=C/c2nnnn2-c2ccc(Cl)cc2)no1 | -1.22 |
| CC1=CC(C)(C)N(C(=O)Nc2ccc(C)cc2)c2ccc(C)cc21 | -0.67 |
| CCCCOc1ccc2c(=O)c(Oc3cc(C)cc(C)c3)coc2c1 | -1.28 |
| COc1cccc(CC(=O)NNC(=O)NC(=O)c2ccccc2Cl)c1 | -0.45 |
| N#Cc1c(NC(=O)CSc2nnnn2-c2ccccc2)sc2c1CCCC2 | -1.44 |
| CCOc1ccc(C2c3c(oc4ccccc4c3=O)C(=O)N2c2nc(C)c(C)s2)cc1OC (stereo not drawn) | -0.42 |
| COc1cc2c(cc1OC)C(=O)N(Cc1ccc(F)cc1)CC2 | -0.61 |
| CCOC(=O)c1ccc(NC(N)=S)cc1 | -0.12 |
| CCN(CC)c1ncnc2c1sc1nc(C)cc(C)c12 | 2.06 |
| CN(C)/C=C1\C(=O)c2ccccc2N(Cc2c(F)cccc2Cl)S1(=O)=O | 0.08 |
| CSc1nnc(/N=C/c2c(O)ccc3ccccc23)s1 | -0.23 |
| COc1cc(C2SCCS2)cc(Br)c1Oc1ncccc1[N+](=O)[O-] | -1.2 |
| Cc1cccc(C)c1N=C(N)N=C(N)N | 0.48 |
| Cc1ccc(NC(=S)N(CCC#N)C2CCCCC2)c(C)c1 | -1.05 |
| CN(C)CCCNc1sc(-c2ccccn2)c([N+](=O)[O-])c1[N+](=O)[O-] | 0.03 |
| O=C(CSC1=NCCCCC1)c1cccc([N+](=O)[O-])c1 | -1.77 |
| Cc1nc(N2CCN(c3ccccn3)CC2)nc2c1C(=O)CC(c1ccc(Cl)cc1)C2 (stereo not drawn) | -0.26 |
| O=C(Oc1ccccc1Oc1ccc(C(F)(F)F)cc1[N+](=O)[O-])c1cc2ccccc2s1 | 0.44 |
| O=C(CSc1nnc2nnc3ccccc3n12)N1CCOCC1 | -2.2 |
| O=c1onc(-c2cccnc2)n1-c1ccccc1F | -0.43 |
| Cc1cc(C)nc(NS(=O)(=O)c2ccc(N=Cc3ccccc3O)cc2)n1 | 0.45 |
| Cc1onc(-c2ccccc2)c1NC(=O)N(CCC#N)Cc1cccs1 | -1.03 |
| CN(C)CCCN1c2ccccc2Sc2ccc(Cl)cc21 | 6.14&-0.15 |
| C/C(Nc1ccccc1F)=C1/CCOC1=O | 0.1 |
| Cc1cc(N)n(C2CCS(=O)(=O)C2)n1 (stereo not drawn) | 0.2 |
| CCOc1nccc(C(F)(F)F)c1C(=O)N(CC)c1c(C)cccc1C | -1.79 |
| CC(C)(C)c1cc(=O)n2[nH]c(C(F)(F)F)c(-c3ccccc3)c2n1 | 1.88 |
| O=C(O)CCC1CCCCCCCCCCC1=O (stereo not drawn) | -0.43 |
| Cn1cnc([N+](=O)[O-])c1Sc1n[nH]c(=O)n1-c1ccccc1C(F)(F)F | -1.97 |
| C/C(=N\NC1=NCCN1)c1ccccc1 | 0.8 |
| CC(C)(C)NCC(O)COc1ccccc1 (stereo not drawn) | 0.04 |
| CC1(NC(=O)NC2CCS(=O)(=O)C2)CCS(=O)(=O)C1 (stereo not drawn) | 1.47 |
| c1ccc(-c2csc3ncnc(N4CCCN(c5nc6ccccc6s5)CC4)c23)cc1 | -1.51 |
| O=C(O)CNC1CCS(=O)(=O)C1 (stereo not drawn) | 0.53 |
| CCSc1nnc2nc3c4ccccc4c4ccccc4c3nn12 | 1.26 |
| CCCNc1nc2c(c(=O)[nH]c(=O)n2C)n1CCO | 1.13 |
| Cc1ccc(-c2nnc(NCc3ccccc3)c3ccccc23)cc1S(=O)(=O)N1CCOCC1 | 3.46* |
| CCc1ccc2nc(NC3=NCN(Cc4ccccc4)CN3)nc(C)c2c1 | 2.35 |
| CN(C)CCC=C1c2ccccc2C=Cc2ccccc21 | -0.06 |
| O=S(=O)(O)c1cc2cc3ccccc3cc2[nH]1 | -1.43 |
| O=C(O)c1cccc(CSc2ncn[nH]2)c1 | -0.36 |
| CCCCSc1nnc(-c2ccc(Br)cc2)o1 | 2.07 |
| CC1=C(C(=O)OC2CCCC2)C(c2ccc3c(c2)OCO3)C2=C(CC(C)(C)CC2=O)N1 (stereo not drawn) | 1.15 |
| N/C(Cc1cc(Cl)cc(Cl)c1)=N\O | 0.57 |
| O=[N+]([O-])c1ccc2c3c(ccc(Br)c13)CC2 | 3.34* |
| C=CCn1nc2sc3ccccc3n2c(=O)c1=O | 1.15 |
| Cc1ccnc2c(N3C(=O)C4CC=C(Cl)CC4C3=O)cccc12 (stereo not drawn) | 2.6 |
| NCCC[C@H](N)CC(=O)N[C@H]1CNC(=O)[C@H]([C@H]2C[C@H](O)NC(N)=N2)NC(=O)/C(=C/NC(N)=O)NC(=O)[C@H](CO)NC(=O)[C@H](CO)NC1=O | -0.09 |

Random excerpt: two compounds from above, in no set order.
| Molecule | Dicer processing |
| --- | --- |
| CN(C)CCC=C1c2ccccc2C=Cc2ccccc21 | -0.06 |
| O=[N+]([O-])c1ccc2c3c(ccc(Br)c13)CC2 | 3.34* |

Additional structures
| Molecule | Dicer processing |
| --- | --- |
| Clc1ccc(-n2nnc(/C=C/C=C/c3ccccc3)n2)cc1 | -0.61 |
| CC1=C(OS(=O)(=O)c2cc(C(F)(F)F)cc(C(F)(F)F)c2)C(=O)CC1 | 0.71 |
| CC12COC3(C(=O)Nc4ccc(Cl)cn4)CC1CCC32C (stereo not drawn) | 0.85 |
| COc1ccc(-c2nnc(SCc3ccc(Cl)cc3)o2)cc1 | 0.75 |
| CSc1nc(C)cc(OCCO)n1 | -0.06 |
| C=CCOC(=O)C1=C(C)NC2=C(C(=O)CC(c3ccccc3)C2)C1c1ccc(O)cc1 (stereo not drawn) | 2.35 |
| N#CCCN(CC1CCCO1)C(=S)NC1CC2C=CC1C2 (stereo not drawn) | 1.77 |
| CCOC(=O)c1c(SC)[nH]c2c(C)ccc(Cl)c2c1=O | -1.4 |
| O=c1[nH]nc(-c2ccc(F)cc2)cc1-c1ccccc1 | 0.12 |
| Cc1nn(C)c2ncc3c(=O)[nH]n(C)c3c12 | 0.49 |
| CN1CCc2c(sc3c2C(=O)NC(c2ccc(OCc4ccccc4)cc2)N3)C1 (stereo not drawn) | -1.42 |
| CCCNC(=O)c1c(NC(=O)C2COc3ccccc3O2)sc2c1CCCC2 (stereo not drawn) | 0.97 |
| COC(=O)C1=C(C)NC2=C(C(=O)CCC2)C1c1c(F)cccc1Cl (stereo not drawn) | 1.36 |
| CN(NC(=O)c1ccc([N+](=O)[O-])cc1)c1ccc(C(F)(F)F)cc1[N+](=O)[O-] | -0.94 |
| COC(=O)COc1ccc2c(=O)c(Oc3cc(C)cc(C)c3)c(C(F)(F)F)oc2c1 | -0.48 |
| CC(=O)O[C@@H]1C(=O)c2ccccc2O[C@H]1c1ccccc1 | 0.19 |
